Assay outcomes as filed in PubChem.
S1P4 agonist = human S1P4 receptor agonism; S1P4-expressing cell line, agonist reporter assay; AID 1509; 220,000 compounds, 0.35% hits; activation, % at 4.98 µM; in the data active = activation above about 11%;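 also: 0% = DMSO vehicle and 100% = reference agonist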
BaF3 tox = reduces parental Ba/F3 cell viability, JAK2V617F counter-screen; CellTiter-Glo ATP luminescence; inhibition, % at 5.6 µM; 220,000 compounds, 1.1% hits;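 active = inhibition above a per-campaign cutoff, the mean inhibition of all tested compounds plus 3 SD, cut at about 27% in these data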;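 also: 0% = DMSO wells and 100% = JAK Inhibitor I control wells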
Ba/F3 V617F tox = reduce viability of Ba/F3 cells dependent on JAK2V617F; Ba/F3 EpoR-JAK2V617F viability, ATP luminescence; inhibition, % at 5.6 µM; 220,000 compounds, 1.1% hits; AID 1446;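 active = inhibition above the campaign mean plus 3 SD over all tested compounds, cut at about 24% in these data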;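 also: cytokine-independent growth of Ba/F3 cells driven by EpoR plus mutant JAK2; 0% = DMSO-treated cells and 100% = JAK inhibitor I control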
NPY1 pot ag = human NPY-Y1 potentiation or agonism, primary screen. activation, % at 3.6 µM. 220,000 compounds, 0.37% hits. NPY-Y1 expressing cells, potentiator/agonist activation; in the data active = activation above about 33%, passing the limit was not always enough;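 also: cells stimulated with NPY at EC10 then isoproterenol at EC100; 0% = low agonist plus stimulus and 100% = saturating agonist plus stimulus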
S1P4 antag = antagonists of human S1P4 receptor | 220,000 compounds, 0.26% hits | O95977 | S1P4-expressing cells, antagonist mode, reporter read-out | AID 1510 | inhibition, % at 4.98 µM; in the data active = inhibition above about 29%;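 also: 0% = wells stimulated with agonist and 100% = vehicle wells without agonist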
NPY-Y2 PAM-ag = potentiates or activates human NPY-Y2 receptor; cells expressing NPY-Y2, potentiator/agonist read-out; activation, % at 3.6 µM; AID 1359; 220,000 compounds, 0.45% hits; P49146; in the data active = activation above about 27%;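 also: cells stimulated with NPY near EC25 plus isoproterenol at EC100; 0% = vehicle plus submaximal agonist and 100% = vehicle plus saturating agonist; some results beyond the cut were filed as inactive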
Target sequence (P49146 whole entry, looked up): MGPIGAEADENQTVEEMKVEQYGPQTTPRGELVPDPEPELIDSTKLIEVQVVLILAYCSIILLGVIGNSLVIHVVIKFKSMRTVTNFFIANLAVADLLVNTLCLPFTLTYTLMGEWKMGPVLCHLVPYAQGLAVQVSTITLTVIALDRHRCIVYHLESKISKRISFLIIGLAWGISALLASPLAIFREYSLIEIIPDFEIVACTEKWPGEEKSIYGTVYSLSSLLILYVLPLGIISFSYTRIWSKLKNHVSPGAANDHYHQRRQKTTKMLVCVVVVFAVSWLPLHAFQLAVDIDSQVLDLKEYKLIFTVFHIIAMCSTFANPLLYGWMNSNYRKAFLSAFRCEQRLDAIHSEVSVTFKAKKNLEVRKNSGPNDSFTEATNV
NCF1 inh = blocks human p47phox regulatory protein of NADPH oxidases | P14598 | p47phox/p22phox peptide binding, fluorescence polarization, 2 h | inhibition, % at 24.7 µM | 220,000 compounds, 0.53% hits;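 active = inhibition above about 30%, limit read from the data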;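 also: 0% = p47phox with labelled peptide and 100% = labelled peptide alone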
Target sequence (P14598 whole entry, looked up): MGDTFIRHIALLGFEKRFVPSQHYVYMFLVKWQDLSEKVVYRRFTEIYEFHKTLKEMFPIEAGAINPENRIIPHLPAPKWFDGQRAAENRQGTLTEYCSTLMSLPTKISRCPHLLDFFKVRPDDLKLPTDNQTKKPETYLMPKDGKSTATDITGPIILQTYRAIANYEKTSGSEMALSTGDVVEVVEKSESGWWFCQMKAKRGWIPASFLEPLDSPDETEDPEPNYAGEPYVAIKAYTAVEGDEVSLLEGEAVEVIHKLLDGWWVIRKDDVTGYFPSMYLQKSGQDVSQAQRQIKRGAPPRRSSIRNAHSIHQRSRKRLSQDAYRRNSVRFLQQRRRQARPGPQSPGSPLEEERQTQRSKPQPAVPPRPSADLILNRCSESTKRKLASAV
NPY Y1 blocker = antagonists of human neuropeptide Y receptor Y1. inhibition, % at 3.6 µM. 200,000 compounds, 1% hits. HEK293-CNG Y1 cells, membrane potential fluorescence; NPY at EC95, then isoproterenol. P25929;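 active = inhibition above the campaign mean inhibition of all tested compounds plus 3 SD, cut at about 20% in these data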;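 also: 0% = DMSO wells given NPY plus isoproterenol and 100% = isoproterenol alone without NPY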
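Material: HEK293 Y1/CNG channel cell line | Also added: NPY (25 nM), isoproterenol (1 µM), Ro 20-1724 (25 µM) | Compound: One concentration, 3.6 µM, in 0.4% DMSO | Schedule: 3 h dye uptake, 1 h room-temperature compound, 45 min post-isoproterenol | Signal: Membrane-potential fluorescent dye readout | Read-out: % inhibition of NPY effect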
CHOP inhibitor = blocks CHOP induction under ER stress | CHO-K1 CHOP-promoter luciferase, tunicamycin-induced, 15-18 h | inhibition, % at 10 µM | 220,000 compounds, 3.8% hits;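 active = compounds that reduced the stress-induced luciferase reporter signal by more than about 70% of percent inhibition, limit read from the data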;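 also: 0% = tunicamycin plus vehicle and 100% = wells without tunicamycin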
* marks the source's active call; other numbers are inactive results; · = no result given.

SMILES | S1P4 agonist | BaF3 tox | Ba/F3 V617F tox | NPY1 pot ag | S1P4 antag | NPY-Y2 PAM-ag | NCF1 inh | NPY Y1 blocker | CHOP inhibitor
CC1=C(C(=O)c2ccccc2)C(c2ccc(O)cc2)NC(=S)N1 (stereo not given) | -0.9 | -2 | 3 | -9 | 6 | 20 | -10 | · | 10
O=C(O)c1ccc2[nH]c3c(c2c1)CSCC3 | 0.7 | 2 | 1 | -10 | -24 | 4 | -14 | -4 | 8
Cc1ccc(NS(=O)(=O)c2ccc(NC(=O)c3cccc(NC(=O)C(C)C)c3)cc2)cc1 | 1.4 | 3 | -5 | 36 | -19 | 33 | -17 | -13 | 12
O=C(c1ccc(F)cc1)C1CCN(C(=O)NCc2ccccc2)CC1 | 0.6 | 3 | 0 | -19 | -19 | -6 | -8 | 2 | 10
COc1ccc(CNC(=O)COC(=O)CCc2c[nH]c3ccccc23)cc1 | -1.5 | -2 | 0 | -2 | -7 | -7 | -1 | 8 | -16
CC(=O)Nc1ccc(N2C(=O)C3C4CC(=O)C(c5ccccc54)C3C2=O)cc1 (stereo not given) | 1.2 | 1 | -2 | 4 | -2 | 12 | 1 | -1 | -6
CC(=O)NNC(=O)c1sc(=S)n(C)c1C | 0.0 | -3 | 1 | 9 | -5 | -3 | 1 | · | -2
COCCNC(=O)C(C)N(c1ccc(OC)cc1)S(C)(=O)=O (stereo not given) | 1.4 | 4 | -1 | 7 | 3 | -3 | -4 | -4 | 18
COc1ccccc1NC(=S)NC1CCCCCCCCCCC1 | 1.1 | 1 | -1 | 8 | -2 | 0 | -7 | · | 3
Cc1ccc(-n2nc(C)cc2NC(=O)c2ccc(C)s2)cc1 | 0.9 | 1 | -3 | -22 | -7 | -5 | -10 | -2 | 1
O=C(CN1CCNCC1)Nc1ccc(Oc2ccccc2)cc1 | -3.1 | 3 | 2 | -12 | 9 | -8 | -3 | -1 | -13
CCOc1ccc(N2CC(C(=O)Nc3ccc(S(=O)(=O)N4CCOCC4)cc3)CC2=O)cc1 (stereo not given) | 0.8 | 1 | -2 | 5 | -10 | 5 | 2 | -2 | 5
COc1ccc2[nH]c(=O)c(CN(C(=O)c3ccncc3)C(C)C)cc2c1 | 1.5 | 4 | 0 | -10 | -15 | -6 | -5 | -12 | 21
CC(C)(C)NCC(=O)c1c[nH]c2ccccc12 | 1.8 | 4 | -1 | -2 | -4 | -11 | 2 | 1 | 6
COC(=O)c1c(NC(=O)CSc2nnnn2-c2ccc3c(c2)OCO3)sc(C)c1C | -1.1 | 1 | -2 | -15 | -17 | 9 | -16 | -1 | 17
CCN(CC)S(=O)(=O)c1ccc(OC)c(NC(=O)C(C)Oc2ccc3c(C)cc(=O)oc3c2)c1 (stereo not given) | 0.8 | 3 | -2 | 0 | -8 | -7 | -20 | 5 | 29
COc1cc(C=C2C(=O)OC(c3ccccc3)OC2=O)cc(Br)c1O (stereo not given) | 0.5 | 9 | 8 | -7 | -6 | -10 | -23 | 4 | -13
CN(CCc1ccccn1)C(=O)CCC1CCCN(C(=O)c2c3c(nn2C)CCCC3)C1 (stereo not given) | -0.7 | 1 | -1 | -1 | 8 | 2 | -1 | 5 | -17
COc1ccccc1C1=NC(c2ccc(C)cc2)N=C1C (stereo not given) | 1.6 | 3 | 1 | 10 | 16 | 4 | 7 | 0 | 19
Cc1ccc(S(=O)(=O)Nc2ccc3oc(=O)sc3c2)c(C)c1 | -0.3 | 8 | 0 | 22 | 3 | 6 | -4 | 0 | 35
O=[N+]([O-])c1ccc(NC(=S)N/C(=N/CS(=O)(=O)c2ccccc2)c2ccccc2)cc1 | -0.2 | 6 | 3 | 7 | -29 | -17 | -3 | -1 | 19
Cc1cccc(C)c1NC1=NC2(CCCCC2)N=C(N)N1 | -0.3 | 76* | -5 | 10 | -3 | 6 | -14 | 3 | 16
CC(Oc1ccccc1F)c1ccnc2nc(/N=C/N(C)C)nn12 (stereo not given) | -2.5 | 9 | 1 | -14 | -8 | 0 | 1 | 5 | 15
COc1ccccc1OCCNC(=O)Nc1cc(F)c(F)cc1Cl | 0.6 | -1 | -5 | 18 | 1 | 2 | 2 | · | 16
O=C(NCc1ccc2c(c1)OCO2)c1cc2ccccc2oc1=O | -3.9 | 4 | 2 | 15 | -2 | -14 | 2 | 4 | 17

Among those listed so far, these contain a thiophene ring, fused or not.
SMILES | S1P4 agonist | BaF3 tox | Ba/F3 V617F tox | NPY1 pot ag | S1P4 antag | NPY-Y2 PAM-ag | NCF1 inh | NPY Y1 blocker | CHOP inhibitor
Cc1ccc(-n2nc(C)cc2NC(=O)c2ccc(C)s2)cc1 | 0.9 | 1 | -3 | -22 | -7 | -5 | -10 | -2 | 1
COC(=O)c1c(NC(=O)CSc2nnnn2-c2ccc3c(c2)OCO3)sc(C)c1C | -1.1 | 1 | -2 | -15 | -17 | 9 | -16 | -1 | 17

Exported with two lines to a compound: part of the list above
Below each compound – S1P4 agonist | BaF3 tox | Ba/F3 V617F tox | NPY1 pot ag | S1P4 antag | NPY-Y2 PAM-ag | NCF1 inh | NPY Y1 blocker | CHOP inhibitor
> COc1cc(C=C2C(=O)OC(c3ccccc3)OC2=O)cc(Br)c1O (stereo not given)
 : 0.5 | 9 | 8 | -7 | -6 | -10 | -23 | 4 | -13
> CC(=O)NNC(=O)c1sc(=S)n(C)c1C
 : 0.0 | -3 | 1 | 9 | -5 | -3 | 1 | · | -2
> O=C(O)c1ccc2[nH]c3c(c2c1)CSCC3
 : 0.7 | 2 | 1 | -10 | -24 | 4 | -14 | -4 | 8
> O=C(NCc1ccc2c(c1)OCO2)c1cc2ccccc2oc1=O
 : -3.9 | 4 | 2 | 15 | -2 | -14 | 2 | 4 | 17

(next part)
SMILES | S1P4 agonist | BaF3 tox | Ba/F3 V617F tox | NPY1 pot ag | S1P4 antag | NPY-Y2 PAM-ag | NCF1 inh | NPY Y1 blocker | CHOP inhibitor
C#CCOCCOCCOCCNc1nc(N2CCN(C(=O)[C@H]([C@@H](C)CC)n3cc([C@@H](N)CO)nn3)CC2)nc(N2CCN(C(=O)[C@H](Cc3cc4ccccc4[nH]3)n3cc([C@@H](N)C(C)CC)nn3)CC2)n1 (stereo not given in full) | 2.7 | 2 | 2 | 8 | 11 | 16 | -2 | -3 | -1
Cc1c(NC(=O)c2cccc(F)c2)c(=O)n(-c2ccccc2)n1C | 0.8 | 7 | 3 | 0 | -7 | 4 | 4 | 3 | 31
O=C(CCCn1c(SCC(=O)c2ccc(Cl)cc2)nc2ccccc2c1=O)NCc1ccco1 | 2.9 | 4 | 1 | 15 | 0 | 13 | -9 | 3 | 40
CCn1c(=O)c(=O)n(CC)c2cc(S(=O)(=O)Nc3cccc(OC)c3)ccc21 | 0.0 | 3 | 1 | 2 | 13 | 16 | -18 | -1 | 24
OC(COc1ccc2c(c1)CCC2)Cn1cnc2ccccc21 (stereo not given) | 0.9 | 4 | 2 | -10 | 3 | -6 | 3 | -3 | 49
COc1cccc(-n2c(COc3ccccc3C)nnc2SCC(=O)O)c1 | 1.2 | 7 | 0 | -28 | -8 | -2 | -9 | 8 | 25
O=C(Nc1cccnc1)C1(F)C(F)(F)C(F)(F)C(F)(F)C(F)(F)C1(F)F | 1.9 | 0 | -2 | 15 | -26 | 12 | -9 | -3 | 50
COc1ccc(-c2csc(NC3=NCCCCC3)n2)cc1 | 0.6 | 5 | 0 | 9 | -20 | -13 | -7 | 5 | -6
O=[N+]([O-])c1ccc(S(=O)(=O)NCC(c2cccnc2)N2CCOCC2)cc1 (stereo not given) | -1.5 | 6 | 3 | -9 | -12 | -2 | 1 | 1 | -9
COCCNC(=O)CN(C)S(=O)(=O)c1ccc(Br)cc1 | 0.5 | 0 | -2 | 17 | -7 | -7 | -13 | 6 | 6
COC(=O)c1cccc(NC(=O)NC23CC4CC(CC(C4)C2)C3)c1 | -5.1 | 0 | 1 | 8 | 0 | 1 | -18 | 1 | 101*
O=C(O)CSc1nc(SCc2ccccc2Cl)nc2c1CCCC2 | 1.7 | 3 | -1 | -53 | -18 | -22 | -10 | 5 | 19
CN1CCN(C(=S)c2ccc(OCC(=O)Nc3cccc(C(F)(F)F)c3)cc2)CC1 | -4.0 | 10 | 6 | -27 | 6 | -6 | 1 | 6 | 37
O=C(C1CCCO1)N1CCN(C(=S)NC2CC2)CC1 (stereo not given) | -0.4 | 4 | 1 | 13 | -6 | -13 | 2 | -2 | 7
COc1ccc(C(=O)c2cc([N+](=O)[O-])ccc2N2CCN(C)CC2)cc1 | -1.1 | 85* | 74* | 21 | 23 | 5 | 0 | 2 | -18
Cc1c(NC(=O)c2cc3ccccc3c(=O)s2)c(=O)n(-c2ccccc2)n1C | 0.4 | 8 | -1 | -3 | -16 | -1 | -4 | -1 | 11
C[n+]1cc[nH]c1SCC(=O)c1ccccc1 | 1.7 | 4 | -3 | 20 | -6 | 4 | 5 | -1 | -11
CCOC(=O)c1cc(-c2ccc(C)cc2)n(CCC(=O)NC(C)CC)c1C (stereo not given) | 0.7 | 4 | -4 | -4 | 3 | 8 | -19 | 9 | 31
CCCc1ccc(-c2c(C)sc(N)c2C#N)cc1 | -4.7 | 2 | -5 | 26 | 0 | 9 | -14 | 1 | -8
COc1cc(OC)cc(-c2nc(-c3cccs3)no2)c1 | 2.5 | 5 | 6 | -3 | -12 | -10 | 0 | -3 | -25
COc1cc(-c2noc(CCC(N)=O)n2)cc(OC)c1OC | 0.1 | 4 | 5 | -17 | 3 | -9 | 0 | -3 | 13
Cc1ccc(S(=O)OCC(=O)Nc2cc(Cl)ccc2N2CCOCC2)cc1 (stereo not given) | 0.9 | 6 | 5 | -10 | -4 | -11 | -10 | 5 | 31
O=C(CCC1CCCC1)Nc1ccon1 | -4.1 | 8 | 1 | -8 | -1 | -17 | -7 | -1 | 29
O=C(COc1ccc(Cl)cc1Cl)NN=C1CCCCC1 | 0.7 | 2 | 1 | 4 | 11 | 1 | 0 | -4 | 11
CCNc1nc(OC)nc(Oc2ccc(=O)n(-c3ccccc3)n2)n1 | 2.5 | 7 | 3 | -2 | -22 | 2 | -2 | -7 | 27
O=C(Cn1nnc(-c2ccccc2)n1)OC1CCOC1=O (stereo not given) | -3.6 | -1 | 1 | -47 | 2 | -20 | -9 | -2 | 20
COC(=O)c1sc2ccccc2c1-n1cccc1C(=O)C(=O)Nc1ccccc1 | 0.3 | 0 | 1 | 8 | 3 | 4 | -101 | 1 | 38

CHOP inhibitor, hit marks shown above.
Compound | S1P4 agonist | NPY1 pot ag | S1P4 antag | NPY-Y2 PAM-ag | NCF1 inh | NPY Y1 blocker | CHOP inhibitor
COC(=O)c1cccc(NC(=O)NC23CC4CC(CC(C4)C2)C3)c1 | -5.1 | 8 | 0 | 1 | -18 | 1 | 101*
